# VP16 counter – VP16 counterscreen qHTS for inhibitors of ROR gamma transcriptional activity; Drosophila S2 Gal4-VP16 UAS-luciferase, luminescence, 20 h; Potency, µM (series often up to 53.6 µM), inactives show top-dose activity, negative = inhibition, most hits filed as inhibitors; 3.5% of 310,000 active; AID 2546, 2010;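 further: Gal4-VP16 expression switched on by copper sulfate through the metallothionein promoter; potency means the concentration at half of the fitted maximal effect; on the % scale 0 is the no-effect control and ±100 the full control effect; nearly all actives have a fitted effect of over 50% in size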
# NPC1 promoter act – qHTS Assay for NPC1 Promoter Activators | Huh7 NPC1 promoter luciferase reporter, 24 h | Potency, µM (titrated, usually from 9.22 µM), for the others: at the top dose activation, actives largely listed as activators | 2.4% of 320,000 active;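 further: potency means the concentration at half of the fitted maximal effect; % of control where 0% means no effect; nearly all actives have a fitted effect of over 60% in size; reporter is driven by a mutant NPC1 promoter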
#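 Stably transfected Huh7 (NPC1 promoter→luciferase), 1500 cells/well in Opti-MEM + 10% FBS, 2 h settle, then compound 24 h at 37 °C. Luminescence after 10 min with Amplite reagent.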
# Menin MLL FP TR – qHTS Assay for Inhibitors Targeting the Menin-MLL Interaction in MLL Related Leukemias: Competition With Texas Red Labeled MLL-derived Mutant Peptide. O00255. Menin + Texas Red MLL mutant peptide, fluorescence polarization. Potency, µM (top dose mostly 61.6 µM), for inactives: at the highest dose FP activity change, negative = inhibition, usual class: inhibitors. 0.23% of 270,000 active. AID 1768, 2009; active means well fitted inhibition curve with a large enough effect in the polarisation, with a control signal flat, not every such curve was filed as active; inconclusive means small, poorly fitted or top-dose-only effect, or effect the other way, or a change in a side signal; inactive means no such curve, though single readings can be large or run the other way; the % refers to the polarisation; further: potency means the concentration at half of the fitted maximal effect; % of control where 0% means no effect; many of its hits are not listed in these tables
# Target sequence (O00255 whole entry, looked up): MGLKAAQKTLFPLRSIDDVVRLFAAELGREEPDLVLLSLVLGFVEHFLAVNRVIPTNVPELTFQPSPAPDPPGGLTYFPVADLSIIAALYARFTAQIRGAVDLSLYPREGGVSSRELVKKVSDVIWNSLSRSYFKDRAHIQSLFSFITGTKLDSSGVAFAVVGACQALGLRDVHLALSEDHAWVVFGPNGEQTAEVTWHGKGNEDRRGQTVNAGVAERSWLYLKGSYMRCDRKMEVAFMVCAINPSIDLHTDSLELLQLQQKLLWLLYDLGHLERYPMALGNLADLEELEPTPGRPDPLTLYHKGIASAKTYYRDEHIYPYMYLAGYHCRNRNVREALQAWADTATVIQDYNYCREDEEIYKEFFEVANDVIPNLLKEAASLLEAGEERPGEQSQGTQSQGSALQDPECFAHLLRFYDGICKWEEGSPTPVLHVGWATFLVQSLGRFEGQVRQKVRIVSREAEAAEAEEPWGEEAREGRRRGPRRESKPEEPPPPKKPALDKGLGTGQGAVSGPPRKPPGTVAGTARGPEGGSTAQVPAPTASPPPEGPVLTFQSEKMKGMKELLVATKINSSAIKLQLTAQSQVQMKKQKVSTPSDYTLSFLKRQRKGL
# FLuc modulator – qHTS profiling assay for firefly luciferase inhibitor/activator using purifed enzyme and Km concentrations of substrates (counterscreen for miR-21 project). purified FLuc, Km substrates, luminescence inhibition. Luciferin 4-monooxygenase (Photinus pyralis), P08659. 6.9% of 360,000 active. Potency, µM (doses to about 57.5 µM), for inactives: at the highest dose activity change, negative = inhibition, hits mostly inhibitors. AID 588342, 2011;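 further: potency means the concentration at half of the fitted maximal effect; plate controls were vehicle for no effect and reference inhibitor for full effect; nearly all actives have a fitted effect of over 55% in size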
#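 Purified P. pyralis luciferase, 10 nM final, with Km-level 10 uM D-luciferin and 10 uM ATP in 50 mM Tris acetate pH 7.5, 10 mM Mg acetate, 0.01% Tween-20, 0.05% BSA; 6-point qHTS titration about 60 µM downward; luminescence read.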
# MBNL1 CUG block – qHTS Assay for Inhibitors of MBNL1-poly(CUG) RNA binding; Muscleblind-like protein 1 (Homo sapiens), Q9NR56; TR-FRET MBNL1-His/biotin-(CUG)12 binding, 665/545 ratio; Potency, µM (highest dose often 57.5 µM), for the others: at the highest dose activity change, negative = inhibition, hits mostly inhibitors; 0.036% of 280,000 active; AID 2675, 2010; active means well fitted inhibition curve with a large enough effect in the signal ratio, with a control signal flat, not every such curve was filed as active; inconclusive means small, poorly fitted or top-dose-only effect, or effect the other way, or a change in a side signal; inactive means no such curve, though single readings can be large or run the other way; the % refers to the signal ratio; further: potency means the concentration at half of the fitted maximal effect; on the % scale 0 is the no-effect control and ±100 the full control effect
#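 Inhibition of protein-RNA binding appears as loss of TR-FRET between terbium anti-His antibody on MBNL1-His and streptavidin-XL665 on biotin-(CUG)12. Activity is normalized to buffer-only and uninhibited-complex controls.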
# RORgamma inh – qHTS for inhibitors of ROR gamma transcriptional activity. 5.4% of 310,000 active. Drosophila S2 Gal4-RORgamma UAS-luciferase reporter, 20 h. Potency, µM (series often up to 53.6 µM), for inactives: at the highest dose activity change, negative = inhibition, hits mostly inhibitors. Nuclear receptor ROR-gamma (Mus musculus), P51450; further: potency means the concentration at half of the fitted maximal effect; on the % scale 0 is the no-effect control and ±100 the full control effect; nearly all actives have a fitted effect of over 60% in size
#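 Drosophila S2 cells stably expressing Gal4-DBD/mouse RORγ fusion under metallothionein promoter plus UAS-luciferase; compound 1 h, then 700 uM CuSO4 induction for 20 h at ambient temperature; inhibition read as reduced luminescence.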
# ELG1 DNA repair – qHTS screen for small molecules that inhibit ELG1-dependent DNA repair in human embryonic kidney (HEK293T) cells expressing luciferase-tagged ELG1; HEK293T ELG1-luciferase reporter, luminescence, 16 h; DNA damage induced by 5-fluorouridine; 2.3% of 330,000 active; Potency, µM (doses to about 46.1 µM), for inactives: top-dose activity change, negative = inhibition, usual class: inhibitors; AID 504467, 2011; further: potency means the concentration at half of the fitted maximal effect; on the % scale 0 is the no-effect control and ±100 the full control effect; nearly all actives have a fitted effect of over 55% in size
#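 Overnight (16 hr) co-exposure of 2,000 cells/well to 5-fluorouridine and compound at 37 °C preceded detection. Luciferase was quantified via ONE-Glo luminescence; loss of signal denotes inhibition.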
# Rab9 prom act – qHTS Assay for Rab9 Promoter Activators; Huh7 Rab9 promoter-luciferase reporter, luminescence, 24 h; Potency, µM (series often up to 9.22 µM), for inactives: at the highest dose activation, negative = inhibition, hits mostly activators; 2.8% of 320,000 active; AID 485297, 2010; further: potency means the concentration at half of the fitted maximal effect; % of control where 0% means no effect; nearly all actives have a fitted effect of over 60% in size
#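 Using Huh7 cells stably transfected with Rab9 promoter–luciferase, compounds were incubated 24 h at 37 °C, 5% CO2; luciferase luminescence was read 10 min after reagent addition.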
# KCNH2 3.1 block – qHTS for Inhibitors of KCHN2 3.1: Mutant qHTS; activity change, % (tested at about 1.8 µM); 0.95% of 340,000 active; AID 720553, 2013; U2OS KCNH2 3.1, thallium flux FluxOr; active compounds read low;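 active means maximum activity change below -70%; inconclusive means maximum activity change from -70% to -50%; inactive means maximum activity change above -50%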;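 further: thallium influx rate constant from kinetic fluorescence after stimulation buffer; on the % scale 0 is the no-effect control and ±100 the full control effect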
#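 FluxOr-based Tl+ influx in U2OS cells transduced with KCNH2 3.1 virus; rate constants normalized to DMSO controls.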
# PKM2 act – qHTS Assay for Activators of Human Muscle isoform 2 Pyruvate Kinase | Potency, µM (series often up to 57.5 µM), for inactives: at the highest dose activation, usual class: activators | Pyruvate kinase PKM (Homo sapiens), P14618 | purified PKM2, Kinase-Glo ATP luminescence, activation; response scale: 0% is enzyme alone, no compound | 0.34% of 260,000 active; further: potency means the concentration at half of the fitted maximal effect; on the % scale 0 is the no-effect control and ±100 the full control effect; nearly all actives have a fitted effect of over 55% in size
# Target sequence (P14618 whole entry, looked up, canonical isoform): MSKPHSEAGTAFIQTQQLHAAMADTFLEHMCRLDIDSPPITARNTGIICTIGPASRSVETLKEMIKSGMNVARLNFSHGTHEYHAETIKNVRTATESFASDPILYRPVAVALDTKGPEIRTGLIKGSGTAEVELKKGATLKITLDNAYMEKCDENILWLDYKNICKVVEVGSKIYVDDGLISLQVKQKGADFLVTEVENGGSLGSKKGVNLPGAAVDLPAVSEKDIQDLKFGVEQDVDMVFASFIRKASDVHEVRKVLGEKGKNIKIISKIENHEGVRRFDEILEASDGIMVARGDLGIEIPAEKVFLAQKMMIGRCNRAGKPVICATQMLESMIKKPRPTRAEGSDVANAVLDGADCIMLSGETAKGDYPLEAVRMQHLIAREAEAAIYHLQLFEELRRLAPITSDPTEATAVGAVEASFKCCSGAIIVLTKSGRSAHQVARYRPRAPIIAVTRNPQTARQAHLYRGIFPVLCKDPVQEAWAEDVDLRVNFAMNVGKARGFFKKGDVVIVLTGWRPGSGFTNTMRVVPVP
#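 Purified hPK-M2 (>95% pure) converted ADP (0.1 mM final) to ATP with 0.5 mM PEP in 50 mM imidazole pH7.2, KCl, MgCl2, Tween 20, BSA; 1 h at room temperature. ATP detected by Kinase-Glo luminescence.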
# Mito fusion act – qHTS Assay for Small Molecule Inhibitors of Mitochondrial Division or Activators of Mitochondrial Fusion; Potency, µM (series often up to 46.1 µM), for the others: top-dose growth rescue (activation), most hits filed as activators; 0.23% of 320,000 active; S. cerevisiae fusion-defective mutant growth rescue, CellTiterGlo 48 h;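 further: potency means the concentration at half of the fitted maximal effect; % of control where 0% means no effect; nearly all actives have a fitted effect of over 45% in size; temperature-sensitive fusion mutants such as fzo1-1 at 37 °C on non-fermentable ethanol glycerol medium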
#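 Temperature-sensitive fusion-defective S. cerevisiae (e.g. fzo1-1, mgm1-5) were grown with compound in YPEG medium (3% ethanol, 3% glycerol) for 48 hours at 37C. Growth rescue was measured as viability by CellTiterGlo luminescence after 10 minutes at ambient.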
# * hit, by the source's call; ? = inconclusive; · = not tested or not shown; [ ] = dose if it differs, or a comment. Unless noted, the call rests on the fitted dose curve; in most records, active means well fitted curve in the direction sought with a large enough effect; inconclusive means small, poorly fitted or top-dose-only effect, or another doubt; inactive means no such curve, though single readings can be large; an effect the other way counts as inactive or inconclusive. This is a subset, so the mix of outcomes need not match the whole.
SMILES,VP16 counter,NPC1 promoter act,Menin MLL FP TR,FLuc modulator,MBNL1 CUG block,RORgamma inh,ELG1 DNA repair,Rab9 prom act,KCNH2 3.1 block,PKM2 act,Mito fusion act
Cc1csc(NC(=O)c2ccc3nc[nH]c3c2)n1,?,?,·,4.3µM*,-20%,?,?,0.5µM*,4,·,12%
O=C(NCc1ccc2c(c1)OCO2)c1ccc(N2C(=O)C3CCCCC3C2=O)cc1 (stereo unspecified),-6%,-2%,·,0%,0%,-24%,-5%,-8%,-1,-1%,-3%
O=C(NC(=S)NCCc1ccccn1)c1ccco1,12%,5%,-12%,-10%,0%,?,?,0%,-15,?,1%
CC1(C)CC(NC(=O)CC2CCCCC2)CC(C)(C)N1,-1%,-1%,-10%,1%,3%,-20%,15%,4%,-2,0%,2%
Cc1ccc(C)c(S(=O)(=O)N2CCN(C(=O)Cn3c(C(F)(F)F)nc4ccccc43)CC2)c1,5%,1%,·,4%,1%,19%,-23%,-15%,10,-2%,-1%
Cc1ccc(C)c(S(=O)(=O)NC2CCSC2=O)c1 (stereo unspecified),·,-1%,·,-1%,·,·,7%,-6%,16,·,-4%
Cc1cc(N2CCN(C)CC2)nc2ccc(NC(=O)c3ccc(Br)o3)cc12,-18%,?,-4%,15µM*,-8%,-16%,28%,22%,-4,-9%,-8%
Cc1ccccc1OCC(=O)OCC(=O)N1CCCc2ccccc21,·,-2%,·,4%,·,·,14%,-2%,7,·,2%
CCOCC(=O)Nc1c(C(=O)Nc2ccc(OC)cc2OC)oc2ccccc12,-16%,27%,28%,-13%,0%,-8%,12%,?,-8,-5%,6%
CC(=O)N(c1ccccc1Cl)S(=O)(=O)c1ccc(Cl)cc1,3%,-2%,0%,-3%,-7%,30%,-4%,-2%,9,10%,-4%
CCN(CC)S(=O)(=O)c1ccc(O)c(C(=O)OCC(=O)Nc2cc(C)c(C)cc2[N+](=O)[O-])c1,2%[10 µM],-4%,6%,?,38%[activator],1%,?,-2%,9,-1%,-16%
Cc1ccc2c(c1)N(CC(=O)NC(C)CCc1ccccc1)C(=O)c1cccnc1O2 (stereo unspecified),-1%,-3%,-8%,0%,-1%,-7%,1%,0%,3,-2%,2%
COc1ccc(NC(=O)CNC(c2ccccc2)c2ccccc2)cc1Cl,5%,-4%,60%[activator],1%,3%,26%,?,-1%,8,·,-7%
COc1ccc(N2C(=O)/C(=C/c3ccc([N+](=O)[O-])cc3)C=C2c2ccccc2)cc1,1%,-34%[inhibitor],-29%,-12%,8%,31%,0%,-13%,-12,-6%,-3%
CCCOC(=O)/C(=C\C=C\c1ccccc1)NC(=O)c1ccccc1,3%,-2%,3%,?,8%,10%,?,-1%,?,1%,3%
Cn1c(COc2ccccc2)nnc1SCC(=O)Nc1ccc(N2CCOCC2)c(Cl)c1,7%,1%,24%,-15%,3%,19%,4%,-1%,8,-2%,-5%
CC1CCCCN1c1nc(-c2ccncc2)nc2ccccc12 (stereo unspecified),-19%,-4%,4%,0%,1%,11µM*,-35%,-5%,4,1%,7%
O=C(CN1CCN(CC(=O)Nc2ccccc2Cc2ccccc2)CC1)Nc1ccccc1Cl,1%,-3%,-15%,2%,1%,-9%,26µM*,-1%,-6,0%,-5%
Cc1ccc(S(=O)(=O)N/N=C\c2ccc3c(c2)OCO3)cc1,-7%,-5%,7%,15µM*,9%,21%,4%,5%,-18,0%,1%
O=C(NCc1cccnc1)C(=O)NCC1OCCN1S(=O)(=O)c1ccccc1 (stereo unspecified),11%,-2%,3%,3%,-1%,-30%,?,-6%,-2,-1%,-6%
COc1cc2c(cc1OC)CN(Cc1cccs1)CC2,-1%,-2%,5%,-2%,-15%,25%,1%,-4%,5,-6%,2%
COCCCN(Cc1ccco1)C(=O)Cn1ncc2c(=O)oc3ccc(C)cc3c21,-2%,0%,·,6%,-8%,?,-16%,-6%,-11,1%,3%
CC(=O)NC(Cc1ccccc1)C(=O)OCC(=O)c1ccccc1 (stereo unspecified),0%,-4%,-8%,-2%,-9%,1%,6%,3%,5,-1%,-3%
COc1ccc(CCNC(=S)Nc2ccccc2)cc1,7.1µM*,3%,·,-5%,·,2µM*,?,-5%,-1,-10%,-2%
O=S(=O)(Nc1cc2nc3ccccc3nc2n1Cc1ccccc1)c1ccc(Cl)cc1,?,0%,?,-9%,·,?,?,-5%,9,10%,-1%
# Other compounds
SMILES,VP16 counter,NPC1 promoter act,Menin MLL FP TR,FLuc modulator,MBNL1 CUG block,RORgamma inh,ELG1 DNA repair,Rab9 prom act,KCNH2 3.1 block,PKM2 act,Mito fusion act
O=S(=O)(c1ccccc1)N1CCC2(CC1)OCCN2S(=O)(=O)c1cccs1,·,-1%,·,0%,·,·,-4%,1%,-2,·,-2%
CC1Cc2ccccc2N1S(=O)(=O)c1cccc(C(=O)c2nccn2C)c1 (stereo unspecified),10%,-4%,36%[activator],7%,2%,0%,?,-5%,-4,0%,12%
Cn1c(=O)cc(OCCCC(=O)Nc2cccnc2)c2ccccc21,-7%,-2%,0%,0%,14%,?,?,-1%,2,3%,-1%
O=C(O)CNC(=O)c1ccc(Oc2c(F)c(F)c(Oc3ccc(C(=O)NCC(=O)O)cc3)c(F)c2F)cc1,0%,-2%,16%,5%,-4%,-27%,12%,1%,-3,4%,2%
Cc1ccc(NC(=O)c2cc(S(=O)(=O)N3CCC4(CC3)OCCO4)ccc2F)cc1,·,1%,-6%,-1%,-5%,27%[0.365 µM],-14%,-2%,7,-8%,1%
Cc1cc(N2CCC(C(=O)Nc3ccc(F)cc3)CC2)nc(-c2ccccc2)n1,-5%,-2%,?,0%,4%,?,-39%,-4%,-12,2%,-6%
COCCCNC(=O)c1ccccc1SC,-4%,5%,20%,2%,-1%,-33%,17%,0%,-2,-4%,-3%
COCCC(=O)N1CCC(Oc2ccc(C(=O)N(C)Cc3cc(C)no3)cc2)CC1,5%,-3%,·,3%,0%,-13%,-3%,7%,·,-3%,-2%
Cc1nn(-c2ccccc2)c2sc(C(=O)NC3CC3)cc12,3%,?,-15%,-20%,-8%,32%,-4%,?,-4,-12%,6%
CC1CCCN(S(=O)(=O)c2ccc(NC(=O)Cc3ccc(S(=O)(=O)N4CCOCC4)s3)cc2)C1 (stereo unspecified),·,-6%,·,2%,·,·,-21%,-8%,11,·,7%
Cc1[nH]c(=O)c(C(=O)/C=C/c2ccccc2)c2c1CCCC2,-1%[0.365 µM],-18%,?,1%,-11%,?,8.2µM*,-27%,-46,0%,-6%
O=C(O)CSc1nnc(Cc2ccccc2)n1Cc1ccccc1,2%,-2%,9%,-1%,-2%,4%,4%,0%,10,1%,-3%
Cc1cccc(C)c1NC(=O)C1CCCN(CCCc2ccccc2)C1 (stereo unspecified),15%,0%,·,2%,-5%,0%,8%,-14%,-1,-10%,-2%
O=C(NCCCN1CCCC1=O)c1cccnc1,3%,-1%,-9%,1%,4%,3%,2%,-1%,-2,-8%,-3%
CC1CC(=O)Nc2ccccc2N1C(=O)Cn1cnc2ccccc2c1=O (stereo unspecified),·,-3%,·,3%,·,·,3%,-2%,-5,·,0%
CS(=O)(=O)N(CC(=O)N1CCC(C(N)=O)CC1)c1ccc(Cl)c(C(F)(F)F)c1,4%,-1%,-1%,8%,1%,-12%,0%,-3%,3,-3%,1%
COc1cc(CNn2c(C)n[nH]c2=S)cc(Cl)c1OCc1ccc(F)cc1,?,8%,13%,-2%,25%,?,?,-3%,10,-19%,17%
CCCN1C(=O)c2cccc3c(N4CCCCC4)ccc(c23)C1=O,-2%,20%,6%,11µM*,·,11%,?,?,-5,1%,-2%
Cn1c(SCC(=O)NCc2ccco2)nnc1-c1ccccc1,1%,-1%,-3%,1%,-8%,33%,?,-6%,2,17%,-1%
